Assay outcomes (PubChem BioAssay)
AddAB inh: less growth of phage-infected E. coli with AddAB | E. coli expressing H. pylori AddAB, absorbance growth | inhibition, % at 11.9 µM | 330,000 tested, 0.29% active; in the data active = inhibition above about 12%;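 note: 0% = vehicle wells of infected cells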
Rtt109 HAT inh: inhibitors of Candida albicans Rtt109/Vps75 histone acetyltransferase | inhibition, % at 34.9 µM | 330,000 tested, 0.16% active | purified Rtt109/Vps75, ThioGlo CoA-SH fluorescence, 4 h;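 active = inhibition of at least 50% in every replicate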
Target sequence (Q5AAJ8 whole entry, looked up): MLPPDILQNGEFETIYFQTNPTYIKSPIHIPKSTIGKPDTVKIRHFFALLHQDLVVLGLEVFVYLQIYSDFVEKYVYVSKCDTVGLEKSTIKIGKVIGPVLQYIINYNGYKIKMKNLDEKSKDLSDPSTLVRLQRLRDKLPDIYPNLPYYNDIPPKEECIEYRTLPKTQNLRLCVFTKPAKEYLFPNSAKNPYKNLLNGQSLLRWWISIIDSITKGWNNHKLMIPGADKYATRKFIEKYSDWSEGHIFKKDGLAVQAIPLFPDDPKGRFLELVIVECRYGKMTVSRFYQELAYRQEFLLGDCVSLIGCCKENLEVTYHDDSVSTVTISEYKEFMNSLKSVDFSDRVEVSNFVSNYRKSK
phage Ecoli inh: E. coli growth loss with phage present; growth absorbance; inhibition, % at 11.9 µM; 360,000 tested, 0.26% active; AID 651602; in the data active = inhibition above about 11%
Tat export inh: blocks Tat-dependent protein export in E. coli; E. coli MC4100 TorA-mCherry Tat export, fluorescence; inhibition, % at 10 µM; 340,000 tested, 0.036% active; AID 488895;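 active = mean replicate inhibition at least 50% and at least half of replicates individually reaching 50%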;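 note: exported cargo escapes ClpAP degradation while cytoplasmic cargo is degraded and loses fluorescence; 0% = median of neutral control wells and 100% = median of NaSCN control wells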
PfHsp90 set2: reduces growth (ATP signal) of yeast expressing P. falciparum Hsp90; 310,000 tested, 0.32% active; S. cerevisiae expressing PfHsp90, BacTiter-Glo ATP, 48 h; yeast lacking PDR1 and PDR3 efflux regulators; inhibition, % at 9.4 µM;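 active = every replicate shows inhibition above about 80%, whatever the replicate mean, limit read from the data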;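 note: 0% = DMSO neutral controls and 100% = 20 µM radicicol positive controls; yeast relying on Plasmodium falciparum Hsp90 in place of its own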
E coli growth: bacterial growth inhibition, counter-screen for AddAB inhibitors. E. coli V3065 growth, OD600 absorbance, 18 h. inhibition, % at 11.9 µM. 330,000 tested, 0.27% active;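 active = inhibition above the campaign's mean inhibition across all tested compounds plus 3 SD, cut at about 9.9% in these data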;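 note: uninfected addAB+ strain grown without phage in ampicillin broth; 0% = DMSO wells and 100% = ciprofloxacin 0.95 µg/ml wells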
CAL PDZ inh: inhibitors of human CAL PDZ peptide binding | inhibition, % at 20 µM | Q9HD26 | purified CAL PDZ, TMR-peptide fluorescence polarization, 1 h | 330,000 tested, 0.02% active;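 active = highest replicate inhibition of at least 40%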;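 note: plate controls were DMSO neutral control wells for no effect and unlabeled competitor peptide control wells for full effect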
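Material – purified CerCALP PDZ construct · Detection – FP readout, S and P plane fluorescence · Measure – percent inhibition from loss of millipolarization · Controls – unlabelled peptide for full inhibition, DMSO wells as neutral · Probe or stimulus – TMR-labelled reporter peptide T*-PRC34 bound in PDZ groove · Times – 1 h at RT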
PvdQ inh: P. aeruginosa PvdQ acylase inhibition | AID 488965 | purified PvdQ acylase, fluorescence plate reader | inhibition, % at 10 µM | 340,000 tested, 0.063% active; in the data active = inhibition above about 30%, passing the limit was not always enough;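 note: 0% = vehicle neutral wells and 100% = reference inhibitor wells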
DAGLB inh: diacylglycerol lipase beta (human) inhibition | Q8NCG7 | inhibition, % at 5.17 µM | 340,000 tested, 0.059% active | AID 504411 | HEK293T DAGLB membrane lysate, EnzChek fluorogenic substrate; in the data active = inhibition above about 34%;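 note: 0% = enzyme with vehicle and 100% = wells lacking enzyme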
Target sequence (Q8NCG7 whole entry, looked up): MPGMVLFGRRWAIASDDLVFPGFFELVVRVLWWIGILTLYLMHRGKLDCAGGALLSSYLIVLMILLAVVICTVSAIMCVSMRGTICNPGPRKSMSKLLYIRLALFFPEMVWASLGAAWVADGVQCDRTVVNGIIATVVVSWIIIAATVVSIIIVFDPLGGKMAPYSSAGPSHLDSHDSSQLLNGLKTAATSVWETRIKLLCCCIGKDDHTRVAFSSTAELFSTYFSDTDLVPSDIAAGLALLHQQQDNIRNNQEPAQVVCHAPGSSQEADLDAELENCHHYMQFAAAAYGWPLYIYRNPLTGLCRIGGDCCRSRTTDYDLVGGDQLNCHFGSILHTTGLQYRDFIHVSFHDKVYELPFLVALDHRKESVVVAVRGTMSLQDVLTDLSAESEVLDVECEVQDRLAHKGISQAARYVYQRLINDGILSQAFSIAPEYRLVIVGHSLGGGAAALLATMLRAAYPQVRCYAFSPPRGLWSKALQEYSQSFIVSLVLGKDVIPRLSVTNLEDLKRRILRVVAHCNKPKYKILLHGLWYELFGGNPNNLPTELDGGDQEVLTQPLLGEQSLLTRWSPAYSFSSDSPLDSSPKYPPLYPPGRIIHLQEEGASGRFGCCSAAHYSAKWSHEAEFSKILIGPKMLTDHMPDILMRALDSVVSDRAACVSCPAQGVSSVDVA
Wnt bcat act: Wnt/beta-catenin pathway activation; Wnt/beta-catenin reporter cell assay, activator, plate reader; activation, % at 9.35 µM; 300,000 tested, 1.2% active; in the data active = activation above about 30%, passing the limit was not always enough;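 note: 0% = neutral control wells and 100% = positive control wells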
An asterisk follows results filed as active; nt = not tested or not shown.

1. O=C(COC(=O)c1cccc(S(=O)(=O)N2CCc3ccccc32)c1)NCc1ccco1
2. Cc1cc(C(=O)N2CCC(Cc3ccccc3)CC2)c(C)o1
3. Clc1ncc(CN2CCN(c3ccccc3)CC2)s1
4. Cc1onc(-c2ccccc2Cl)c1C(=O)N(Cc1ccccc1)C(C)C
5. O=C(O)CCNS(=O)(=O)c1ccc(Oc2ccccc2)cc1
6. CCOC(=O)C1=NN(C(=O)c2ccccc2)C(O)(c2ccc(C)cc2)C1 (stereo not given)
screen / no.	1	2	3	4	5	6
AddAB inh	1.9	3.2	0.3	-1.7	0.2	-2.4
Rtt109 HAT inh	-6	1	2	1	0	-2
phage Ecoli inh	1.6	0.9	3.4	-0.6	3.2	3.2
Tat export inh	1	6	4	2	6	7
PfHsp90 set2	nt	8	-5	7	nt	14
E coli growth	0.5	0.0	0.8	-1.6	0.0	-2.1
CAL PDZ inh	-2.3	-1.9	-2.0	-2.4	-1.8	-2.9
PvdQ inh	-18	-18	2	-16	-6	-3
DAGLB inh	-2	-13	-10	-4	2	5
Wnt bcat act	0	-2	0	0	nt	7

7. O=C1N2CCSC2=NC1(NS(=O)(=O)c1ccccc1)C(F)(F)F (stereo not given)
8. O=C(NCC1CCCO1)C(c1ccncc1)N(Cc1cccs1)C(=O)CN1C(=O)c2ccccc2S1(=O)=O (stereo not given)
9. CCOc1ccc(C(=O)N/N=C/c2ccccc2[N+](=O)[O-])cc1
10. COc1ccc(-c2csc(NCCc3nc4cc(Cl)c(N5CCCCC5)cc4n3CCOCCO)n2)cc1
11. COC(=O)CNC(=O)Cn1cnc2sc(C)c(S(=O)(=O)N3CCN(c4ccccc4OC)CC3)c2c1=O
12. CC(=O)N1CCN=C1SCc1cccc(F)c1
screen / no.	7	8	9	10	11	12
AddAB inh	-0.4	4.1	4.4	1.6	1.7	4.0
Rtt109 HAT inh	-8	4	2	4	-1	13
phage Ecoli inh	2.3	3.3	3.7	1.4	2.8	1.3
Tat export inh	3	-11	0	-2	0	0
PfHsp90 set2	-7	-49	57	1	-11	0
E coli growth	1.3	-1.5	0.2	-1.5	-0.8	2.4
CAL PDZ inh	0.3	0.1	-2.7	-0.2	-1.6	-2.7
PvdQ inh	-16	-2	-5	-6	-6	9
DAGLB inh	0	1	-2	1	-3	0
Wnt bcat act	nt	0	nt	-2	1	0

13. Cc1cc(C)c2c(=O)[nH]c(SCc3ccc([N+](=O)[O-])cc3)nc2n1
14. O=C1c2ccc(Oc3ccc([N+](=O)[O-])cc3)cc2C(=O)N1c1ccncc1
15. C=CCn1c(SCC(=O)NCCCO)nc2sc3c(c2c1=O)CCC3
16. Cc1ccc(NC2=CC(=O)CC(c3ccc(Cl)cc3)C2)cc1 (stereo not given)
17. COc1ccccc1N(C)S(=O)(=O)c1ccc(Cl)c(C(=O)NC2=NCCS2)c1
18. COc1cccc(-c2cc(C(=O)N3CCN(Cc4ccc5c(c4)OCO5)CC3)on2)c1
screen / no.	13	14	15	16	17	18
AddAB inh	1.2	-2.4	2.7	3.8	-0.4	5.9
Rtt109 HAT inh	3	nt	1	-20	4	10
phage Ecoli inh	4.2	2.9	-0.2	2.6	0.6	3.6
Tat export inh	-9	0	-1	-10	-6	2
PfHsp90 set2	26	-7	10	-26	nt	-18
E coli growth	-0.7	-2.7	0.3	3.0	-1.2	0.2
CAL PDZ inh	-4.7	-3.5	-0.4	-2.7	0.2	-2.3
PvdQ inh	-7	-1	-5	0	6	-8
DAGLB inh	3	1	3	-1	-1	-2
Wnt bcat act	-5	-2	0	-1	-1	-2

Profiles, quoted from the list:
`Cc1cc(C)c2c(=O)[nH]c(SCc3ccc([N+](=O)[O-])cc3)nc2n1` across the screens: AddAB inh: 1.2; Rtt109 HAT inh: 3; phage Ecoli inh: 4.2; Tat export inh: -9; PfHsp90 set2: 26; E coli growth: -0.7; CAL PDZ inh: -4.7; PvdQ inh: -7; DAGLB inh: 3; Wnt bcat act: -5
`O=C1c2ccc(Oc3ccc([N+](=O)[O-])cc3)cc2C(=O)N1c1ccncc1` across the screens: AddAB inh: -2.4; Rtt109 HAT inh: nt; phage Ecoli inh: 2.9; Tat export inh: 0; PfHsp90 set2: -7; E coli growth: -2.7; CAL PDZ inh: -3.5; PvdQ inh: -1; DAGLB inh: 1; Wnt bcat act: -2

The listing continues.
19. CC(NS(=O)(=O)c1ccc2c(c1)OCCCO2)C(=O)O (stereo not given)
20. O=C(CSc1nnc(CNc2ccc(F)cc2)n1CC1CCCO1)N1CCOCC1 (stereo not given)
21. COCc1nnc(NC(=O)c2cccc(NC(=O)C(C)C)c2)s1
22. CCn1c2ccccc2c2nnc(SCC(N)=O)nc21
23. COc1cc(CN2CCC(CO)(Cc3cccc(C(F)(F)F)c3)CC2)ccc1F
24. CCCCn1c(=O)[nH]c(=O)c2c1nc(-c1ccccc1OC(F)F)n2C
screen / no.	19	20	21	22	23	24
AddAB inh	1.8	nt	5.1	1.4	0.0	1.5
Rtt109 HAT inh	-1	-2	6	-9	11	0
phage Ecoli inh	-0.3	1.5	3.6	2.5	1.4	-1.2
Tat export inh	-4	-1	-7	-3	16	2
PfHsp90 set2	-7	7	nt	-22	3	7
E coli growth	-1.0	nt	1.0	0.1	1.4	1.3
CAL PDZ inh	-2.3	-3.5	2.1	-1.6	-1.1	-0.5
PvdQ inh	-19	8	0	-14	1	-11
DAGLB inh	-1	-1	-1	-2	-2	1
Wnt bcat act	-5	-1	7	nt	-1	1

25. CCCCOc1ccc(NC(=O)CSc2nnnn2C)cc1
26. CCn1cc(C(=O)NC2CCCCC2)c(=O)c2ccc(C)nc21
27. CCCC(=O)Nc1cccc(NC(=O)c2ccc([N+](=O)[O-])cc2Cl)c1
28. CCOC(=O)c1ccsc1NC(=O)c1ccco1
29. COc1cc(C(=S)N2CCC(C(N)=O)CC2)ccc1O
30. COc1ccc(CC(=O)Nc2ccc(S(=O)(=O)NC(C)C)cc2)cc1
screen / no.	25	26	27	28	29	30
AddAB inh	3.1	2.0	0.9	1.0	-1.4	-0.7
Rtt109 HAT inh	19	2	2	-2	-4	-1
phage Ecoli inh	-0.8	4.5	3.6	2.9	-0.6	4.2
Tat export inh	-12	-5	12	-2	-1	2
PfHsp90 set2	6	1	-1	-3	13	8
E coli growth	1.7	0.8	-1.6	3.0	-1.6	-0.1
CAL PDZ inh	-3.3	-3.3	0.3	-0.3	-1.3	-0.6
PvdQ inh	4	-5	-15	-9	-11	-7
DAGLB inh	2	-3	0	-5	-2	-2
Wnt bcat act	nt	-3	-1	-1	-8	nt

31. COC(=O)C1=C(C)OC(N)=C(C#N)C1c1ccc(OC)c(OC)c1OC (stereo not given)
32. COc1ccccc1C=NNC(=O)NN=Cc1ccccc1OC
33. Cc1ccccc1NC(=O)c1c(F)c(F)c(F)c(F)c1F
34. CC(C)Sc1nnc([C@H](Cc2ccccc2)NC(=O)OC(C)(C)C)o1
35. CCCc1ncc(C[n+]2ccccc2C)c(N)n1
36. COc1ccc(C2C(C#N)=C(N)OC3=C2C(=O)CCC3)c(OC)c1OC (stereo not given)
screen / no.	31	32	33	34	35	36
AddAB inh	-3.4	nt	1.4	7.4	1.3	2.0
Rtt109 HAT inh	-6	-4	2	16	-7	9
phage Ecoli inh	2.4	2.3	2.0	1.5	2.9	2.0
Tat export inh	-7	6	1	7	-8	7
PfHsp90 set2	nt	13	8	27	-2	-15
E coli growth	0.8	nt	-1.4	-0.2	-1.4	3.0
CAL PDZ inh	-1.6	-1.6	-2.2	-2.1	0.6	0.0
PvdQ inh	10	-11	6	5	5	-1
DAGLB inh	-1	2	0	nt	4	2
Wnt bcat act	nt	-1	nt	2	0	0

37. Cc1ccc(CN2CCC(n3nccc3NC(=O)CCOc3ccccc3)CC2)cc1C
38. COc1ccc(OCC(=O)Nn2c(-c3cccc(OC)c3)nc3ccccc3c2=O)cc1
39. CCOc1cc(S(=O)(=O)n2nc(C)cc2C)ccc1F
40. CCC(C(=O)NCc1cccnc1)c1ccccc1 (stereo not given)
41. CCCN(CCC)CCNC(=O)CCC(=O)Nc1ccc2nc(N3CCN(C)CC3)cc(C)c2c1
42. Cc1ccc(OCc2nn3c(-c4ccco4)nnc3s2)cc1
screen / no.	37	38	39	40	41	42
AddAB inh	1.4	-0.9	4.4	-0.7	-0.5	2.1
Rtt109 HAT inh	-8	7	-24	-7	-54	nt
phage Ecoli inh	0.5	3.8	3.1	4.1	2.5	3.7
Tat export inh	-4	-5	-8	2	-1	7
PfHsp90 set2	-6	30	-7	7	37	-3
E coli growth	-0.2	1.4	-0.4	0.4	-0.5	3.6
CAL PDZ inh	-2.9	-1.9	-0.9	-0.1	-2.4	-0.8
PvdQ inh	-3	8	-14	-13	-9	2
DAGLB inh	0	-2	-2	0	-1	3
Wnt bcat act	0	nt	2	-3	1	nt

43. CC(=O)c1ccc(-c2cccc([C@H]3[C@@H]4C=CC[C@@H](C)[C@@H]4C(=O)N3Cc3ccccc3)c2)cc1
44. COc1cc(C(=O)Nc2cccc(-n3cnnn3)c2)cc(OC)c1OC
45. Cc1cc2nnc(SCC(=O)NCc3cccs3)n2c2ccccc12
46. CCC(=O)NC1CC2CCCC(C1)N2Cc1ccc(C)cc1 (stereo not given)
47. CNC(=S)N1C2CCC1CC(NC(=O)NC13CC4CC(CC(C4)C1)C3)C2 (stereo not given)
48. COC(=O)c1ccc(COc2ccccc2/C=N/O)o1
screen / no.	43	44	45	46	47	48
AddAB inh	0.2	1.8	1.0	0.0	-1.3	0.9
Rtt109 HAT inh	0	5	-10	-6	2	nt
phage Ecoli inh	1.2	0.7	-0.5	3.6	1.2	0.5
Tat export inh	-2	1	0	-1	4	nt
PfHsp90 set2	-1	-7	0	-1	-21	nt
E coli growth	2.0	-0.8	1.0	-2.4	-0.2	-0.7
CAL PDZ inh	-2.1	-1.1	1.2	0.9	-2.9	nt
PvdQ inh	-6	-21	1	-10	9	nt
DAGLB inh	-7	0	2	-2	1	nt
Wnt bcat act	-2	-3	-18	17	-8	8

49. O=C(O)c1csc(-c2cccs2)n1
50. O=C(Nc1nc2ccccc2n1CCN1CCOCC1)c1ccc(COc2ccccc2Br)o1
51. Oc1cccc2ccc(Nc3ccccn3)nc12
52. CCc1nnc(NC(=O)CSCc2cc(=O)n3nc(C(C)C)sc3n2)s1
53. CC(C)CCNC(=O)c1onc(CSc2ccc(F)cc2)c1C(=O)NCCC(C)C
54. COCCCN1C(=O)C(=O)/C(=C(/O)c2ccc(C)cc2)C1/C=C/c1ccccc1 (stereo not given)
55. Cc1ccccc1CN(C)CC(=O)Nc1cccc(S(=O)(=O)N(C)c2ccccc2)c1
56. Cc1ccc(S(=O)(=O)/C(C#N)=C/c2c(N3CCN(C)CC3)nc3c(C)cccn3c2=O)cc1
57. CNS(=O)(=O)c1cc(O)c2c(S(=O)(=O)NC)cccc2c1
screen / no.	49	50	51	52	53	54	55	56	57
AddAB inh	-2.2	-1.7	12	0.8	-2.1	2.1	-1.9	3.0	4.2
Rtt109 HAT inh	-6	nt	-1	3	-5	-4	-7	-7	-4
phage Ecoli inh	1.5	2.5	12*	1.3	1.8	4.6	-2.1	0.6	4.4
Tat export inh	1	10	-15	-4	3	-9	5	-8	10
PfHsp90 set2	nt	12	nt	22	-1	-8	-8	-114	-10
E coli growth	-0.4	-2.8	18*	0.0	0.8	-0.9	-1.8	0.9	2.3
CAL PDZ inh	-0.7	-2.6	-1.7	0.4	-0.1	-1.1	-1.3	-3.0	-1.2
PvdQ inh	-16	-11	-9	-8	-24	-8	-4	-2	-18
DAGLB inh	-3	0	15	1	-3	4	-5	0	0
Wnt bcat act	-4	-5	nt	0	-3	-1	-1	nt	nt
